# USP30 block – human USP30 deubiquitinase inhibition | inhibition, % at 25 µM | hit rate 5.3% among 47,000 | purified USP30, Ub-rhodamine cleavage fluorescence | AID 1645860 | Q70CQ3
# Target sequence (Q70CQ3 whole entry, looked up): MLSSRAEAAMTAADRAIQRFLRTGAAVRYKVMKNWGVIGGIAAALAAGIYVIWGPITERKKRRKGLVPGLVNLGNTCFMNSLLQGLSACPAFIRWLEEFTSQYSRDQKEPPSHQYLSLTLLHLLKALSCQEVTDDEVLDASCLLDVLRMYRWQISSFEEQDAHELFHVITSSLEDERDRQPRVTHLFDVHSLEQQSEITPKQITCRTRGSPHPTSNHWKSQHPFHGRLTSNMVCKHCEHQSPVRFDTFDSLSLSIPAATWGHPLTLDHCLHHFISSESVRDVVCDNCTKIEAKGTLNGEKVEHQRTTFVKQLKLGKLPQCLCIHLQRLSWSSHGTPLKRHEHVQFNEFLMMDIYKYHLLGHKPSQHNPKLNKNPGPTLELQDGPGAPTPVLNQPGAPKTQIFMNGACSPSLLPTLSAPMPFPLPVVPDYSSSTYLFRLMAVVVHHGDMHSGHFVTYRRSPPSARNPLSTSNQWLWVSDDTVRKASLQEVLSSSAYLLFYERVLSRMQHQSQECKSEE
# USP17 block – inhibitors of human USP17 deubiquitinase | A8MUK1 | hit rate 6.5% among 47,000 | AID 1645855 | inhibition, % at 50 µM | purified USP17, Ub-rhodamine cleavage fluorescence, 3 h
# Target sequence (A8MUK1 whole entry, looked up): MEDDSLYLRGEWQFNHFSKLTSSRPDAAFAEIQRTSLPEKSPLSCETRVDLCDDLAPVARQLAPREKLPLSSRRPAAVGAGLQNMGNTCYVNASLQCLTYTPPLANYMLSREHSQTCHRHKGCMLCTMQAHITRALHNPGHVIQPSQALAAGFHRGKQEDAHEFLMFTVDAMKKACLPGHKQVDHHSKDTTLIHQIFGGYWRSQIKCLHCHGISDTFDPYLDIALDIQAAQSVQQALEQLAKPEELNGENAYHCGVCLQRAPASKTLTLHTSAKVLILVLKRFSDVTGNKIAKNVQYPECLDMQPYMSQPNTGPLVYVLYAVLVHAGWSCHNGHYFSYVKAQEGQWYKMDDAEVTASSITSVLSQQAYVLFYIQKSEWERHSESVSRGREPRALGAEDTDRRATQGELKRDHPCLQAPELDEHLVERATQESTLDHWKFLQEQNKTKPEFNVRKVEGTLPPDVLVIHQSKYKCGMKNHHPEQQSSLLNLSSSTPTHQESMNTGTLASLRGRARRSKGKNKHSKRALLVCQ
# USP8 inh – blocks human USP8 ubiquitin-rhodamine cleavage. P40818. hit rate 4.2% among 47,000. inhibition, % at 20 µM. purified USP8, Ub-rhodamine cleavage fluorescence, 30 min. AID 1645853
# UCHL1 block – blocks human UCHL1 ubiquitin-rhodamine cleavage; P09936; purified UCHL1, Ub-rhodamine cleavage fluorescence; inhibition, % at 20 µM; hit rate 0.2% among 47,000; AID 1645859
# USP28 block – inhibitors of human USP28 deubiquitinase | Q96RU2 | purified USP28, Ub-rhodamine cleavage fluorescence, 30 min | inhibition, % at 25 µM | hit rate 3% among 47,000
# OTUD3 inh – human OTUD3 deubiquitinase inhibition; Q5T2D3; hit rate 0.7% among 47,000; purified OTUD3, Ub-rhodamine fluorescence, 2 h; inhibition, % at 25 µM
# USP10 block – blocks human USP10 ubiquitin-rhodamine cleavage; Q14694; purified USP10, Ub-rhodamine fluorescence, 60 min; inhibition, % at 20 µM; hit rate 1.1% among 47,000; AID 1645856
# USP7 block – blocks human USP7 ubiquitin-rhodamine cleavage; Q93009; purified USP7, Ub-rhodamine cleavage fluorescence; inhibition, % at 20 µM; hit rate 0.3% among 47,000; AID 1645854
# * = called active by the depositor; . = not tested or not shown. Cut-off read from the data, not from the text of the source: active = inhibition above about 30%; inactive = the rest.
SMILES,USP30 block,USP17 block,USP8 inh,UCHL1 block,USP28 block,OTUD3 inh,USP10 block,USP7 block
CCNC(=O)N[C@@H]1C[C@@H](Oc2ccccc2)[C@H](O)[C@H]1N1CCOCC1,5.5,4.9,1.7,0.0,-2.4,0.0,0.0,-0.3
Cc1ccc(-c2n[nH]n3c2nc(=O)c2ccc(C(=O)NC4CCC(C)CC4)cc23)cc1 (stereo unspecified),-12.3,-3.6,-4.2,-2.0,-11.6,-5.4,2.2,3.4
Cc1cnn(CC2CCCN2Cc2nnc(C3CC3)n2C)c1 (stereo unspecified),-40.1,-2.5,0.3,-3.6,-5.9,0.4,-2.4,-2.9
O=C(Nc1ccc(-c2nnc3n2CCCCC3)cc1)c1cc2ccccc2o1,-1.6,-2.3,-3.5,-2.5,34.7*,-14.7,-3.2,-0.7
CNC(=O)N1CCC2(CC1)c1ncc(-c3ccccc3)n1CCN2C,.,-10.9,0.2,-0.9,.,3.0,0.4,1.3
COc1ccccc1N1CCN(C(=O)CCCn2c(=O)[nH]c3ccc(Br)cc3c2=O)CC1,-14.8,-21.8,-20.8,1.4,-13.0,-17.1,-1.0,-8.1
Cn1c(-c2ccccc2Cl)c(-c2cn3ccccc3n2)c(=O)n(C)c1=O,16.6,8.0,15.6,2.7,3.0,14.1,4.0,-0.5
Cc1ccc(C)c(C(=O)N2CCC(n3cnnc3-c3ccccc3)CC2)c1,0.0,-27.1,-86.2,-3.9,-5.4,-3.9,0.6,0.1
Cc1ccc(N2CCN(C(=O)Cn3cc(-c4ccc(F)cc4)oc3=O)CC2)cc1,-15.2,-5.4,27.3,-0.9,-7.7,-9.5,2.3,5.0
CCOC(=O)N1CCN(C(=O)C2CN(C(=O)c3ccc4c(c3)OCO4)C2)CC1,0.3,-17.7,-48.8,-3.6,-1.4,0.3,7.5,4.0
c1cncc(CN(Cc2ccc3c(c2)CCO3)C2CC2)c1,8.1,11.2,11.8,1.0,5.3,5.5,0.0,3.9
CCCN1C=NS(=O)(=O)c2cc(C(=O)Nc3ccc(C)cc3)ccc21,-11.1,-22.4,3.5,-23.1,-0.6,-9.3,2.1,-3.2
Cc1cc(Nc2ncccc2C)nc(C2CCCN(S(C)(=O)=O)C2)n1 (stereo unspecified),19.2,8.7,3.0,0.3,4.6,15.8,0.1,4.7
Cc1ccc(CNC(=O)CCCn2c(=O)c3ccccc3n(Cc3cccc(F)c3)c2=O)cc1,-0.7,39.1*,20.8,-1.6,0.4,1.1,4.2,-0.6
CN(c1ccc(OCc2ccc(C#N)cc2)cc1)S(=O)(=O)c1ccccc1,23.3,3.4,9.9,-1.4,12.4,5.3,5.5,5.8
O=C(c1ccccc1[N+](=O)[O-])N1c2ncnn2C(c2ccccc2)CC1c1ccccc1 (stereo unspecified),-8.3,-0.5,-85.0,2.3,-3.5,-8.5,3.3,0.1
COc1ccccc1-c1nnc2sc(COc3ccc(F)cc3)nn12,.,0.0,-3.0,0.8,.,6.1,0.8,-13.0
O=C1C(NS(=O)(=O)Cc2cc(F)cc(F)c2)CCN1c1ccc(F)cc1 (stereo unspecified),26.7,21.3,-43.0,0.9,11.0,6.1,0.2,-0.3
Cn1nc(C(=O)NCc2ccccc2)c2c1-c1ccsc1CC2,.,12.6,-6.7,2.2,.,2.3,-0.3,0.0
O=C(NCc1ccco1)c1ccc2c(=O)nc3c(-c4ccccc4F)n[nH]n3c2c1,-61.2,2.4,-20.9,7.7,21.1,18.0,10.4,1.0
CC(C)C(=O)N1Cc2ccccc2CC2(CCN(Cc3ccc(O)cc3)C2)C1 (stereo unspecified),-66.0,-22.7,-48.1,-3.1,-24.1,-24.5,-6.9,-5.1
COc1ccc(C(=O)c2nnn(-c3cc(Cl)cc(Cl)c3)c2C)cc1,23.9,19.2,1.2,-3.4,-1.0,8.1,2.0,6.1
COc1ccc2c(C)c(CC(=O)N3CCC[C@H]3C(=O)O)c(=O)oc2c1,.,9.3,0.8,5.0,.,0.1,0.8,6.9
CCc1ccccc1NC(=O)Cn1c(N2CCCC2)nc(C)cc1=O,17.4,6.1,5.7,0.1,0.9,3.5,-0.6,-0.4
Cc1cccc(-n2nnc3c(=O)n(Cc4ccc([N+](=O)[O-])cc4)cnc32)c1,-4.9,.,-7.9,-3.5,-5.0,0.0,6.0,0.2
CN(C(=O)Cn1cncc(-c2nc(-c3ccccc3)cs2)c1=O)c1ccccc1,10.4,4.9,-3.2,3.0,-1.8,-4.8,-1.4,-0.2
Cc1ccc(NC(=O)c2cn(-c3cc(N4CCOCC4)ncn3)cn2)cc1,17.3,15.4,-0.1,0.3,6.7,13.2,-0.6,3.0
Cc1ccc(-c2nnn(CC(=O)N(c3ccccc3C)C(C(=O)NC3CCCC3)c3ccncc3)n2)o1 (stereo unspecified),-207.1,41.0*,-19.1,-7.4,-46.3,-51.5,-4.6,-6.6
Cc1onc(C(=O)NC2CCCCC2)c1CN1CCOCC1,15.8,7.8,24.0,-0.2,7.3,12.1,-2.2,0.1
Cc1cc(C)n(-c2cc(C(=O)N3CCC(c4ncc(C(N)=O)c(C)n4)CC3)ccc2F)n1,8.3,0.7,3.5,4.5,0.6,2.6,-1.3,5.9
Cc1noc(C)c1-c1ccc(S(=O)(=O)Nc2ccccc2F)cc1,1.7,0.1,5.3,-0.3,-3.2,-0.8,1.3,-15.8
O=C(c1ccc2ccccc2n1)N1CCC(c2nccnc2-c2ncc[nH]2)CC1,14.5,7.1,1.8,0.8,8.3,13.4,-0.9,1.6
Cc1nc2ccc(NC(=O)c3cccc(NS(=O)(=O)c4ccccc4)c3)cc2s1,-14.7,-23.7,-17.2,3.3,22.0,0.2,-2.9,2.9
O=C(c1ccco1)[C@@H]1[C@@H]2C(=O)N(c3cccc([N+](=O)[O-])c3)C(=O)[C@@H]2C2c3ccccc3C=CN21 (stereo partly specified),-471.4,-7.4,20.5,-25.6,-66.9,-31.8,-1.9,-30.9
COc1cccc(-c2cc3ccccn3c2C(=O)c2cccc(C)c2)c1,-16.1,0.3,6.6,0.6,-2.6,8.5,3.5,8.0
CC(=O)Nc1cc2cc(-n3cccc3)ccc2oc1=O,-7.2,59.1*,26.8,7.8,9.5,0.3,6.7,9.8
COc1cc(O)ccc1CN1CCCC12Cc1ccccc1CNC2=O (stereo unspecified),-28.0,-42.2,-126.3,0.7,-15.1,-9.8,-0.4,0.0
Cc1nnc2c(Nc3ccc4c(c3)n(C)c(=O)n4C)nc3ccccc3n12,16.8,5.1,0.6,0.8,5.9,5.4,1.9,-4.9
COC(=O)c1sccc1NC(=O)Cc1nc(-c2ccc(OC)cc2)no1,-119.3,-25.2,-11.8,-0.8,-24.9,-18.2,-2.5,2.9
Cc1ccccc1NC(=O)CC(c1ccco1)n1cccc1 (stereo unspecified),-28.5,-1.3,7.8,-1.8,1.5,0.7,-4.0,-1.1
CCn1ccc(C(=O)N2CCCC2c2nc(-c3ccccc3)n[nH]2)n1 (stereo unspecified),28.0,14.2,-12.2,-1.4,5.7,10.5,1.9,-1.4
COc1ccc(-c2cnnn2-c2ccc(NC(=O)c3ccc(S(=O)(=O)N(C)C)cc3)cc2)cc1OC,29.8,14.9,1.1,4.0,8.2,10.6,6.0,8.4
N#Cc1cn(CCOC(=O)c2cccc(C(F)(F)F)c2)c(=O)[nH]c1=O,0.4,-9.4,-0.5,-2.1,-2.8,0.0,-1.1,-13.3
O=C(NCC1CCCO1)C(c1ccc(F)cc1)N(Cc1ccccc1Cl)C(=O)c1ccc(CN2CCOCC2)o1 (stereo unspecified),5.5,-0.8,17.0,4.3,3.0,1.7,-0.5,-0.6
Cc1ccc(CC2CCCN(S(=O)(=O)C3CCCC3)C2)cn1 (stereo unspecified),.,-1.4,-1.2,1.6,.,0.4,0.0,.
Cc1ccc(S(=O)(=O)N[C@@H](CC(C)C)C(=O)N2CCC(C(=O)N[C@@H](Cc3c[nH]c4ccccc34)C(=O)O)CC2)cc1,-30.9,-13.0,-17.0,-5.1,-20.3,-11.7,0.0,-2.6
CCOc1ccccc1NC(=O)Cn1c(=O)n(CCCCC(=O)NCc2ccccc2OC)c(=O)c2ccccc21,-1.6,2.0,2.5,-1.6,-4.0,-3.2,1.2,3.0
O=C(CCc1ccccc1)N1CCN(c2nc3ccc(F)cc3s2)CC1,9.1,-1.4,-6.7,-0.9,0.6,-6.5,1.7,-33.9
Cc1nc(-c2ccc(C)c(S(=O)(=O)NCC(=O)Nc3cc(Cl)ccc3C)c2)no1,-4.8,-3.6,-4.5,3.9,6.5,2.5,0.1,3.9
Cc1cc(/C=C2\C(=N)N3N=C(COc4ccccc4)SC3=NC2=O)c(C)n1-c1ccc(Cl)cc1,-128.8,-26.5,-3.7,-0.1,-45.4,-29.7,-2.6,8.8

# Single records, as listed above. Order of values: USP30 block, USP17 block, USP8 inh, UCHL1 block, USP28 block, OTUD3 inh, USP10 block, USP7 block
# Cc1cc(/C=C2\C(=N)N3N=C(COc4ccccc4)SC3=NC2=O)c(C)n1-c1ccc(Cl)cc1 as listed: -128.8, -26.5, -3.7, -0.1, -45.4, -29.7, -2.6, 8.8
# Cc1nc(-c2ccc(C)c(S(=O)(=O)NCC(=O)Nc3cc(Cl)ccc3C)c2)no1 as listed: -4.8, -3.6, -4.5, 3.9, 6.5, 2.5, 0.1, 3.9

# Following part
SMILES,USP30 block,USP17 block,USP8 inh,UCHL1 block,USP28 block,OTUD3 inh,USP10 block,USP7 block
CCOC(=O)C(Cc1ccccc1)NC(=O)CCC(=O)c1ccc(OC)cc1 (stereo unspecified),6.8,10.4,10.8,1.4,14.5,14.2,0.0,-1.0
COc1cc(C2N3CC4(C)CN2CC(c2ccccc2)(C3)C4=O)ccc1O (stereo unspecified),21.3,7.3,10.0,1.4,9.0,8.7,1.0,5.9
Cc1nc(-c2cncc(-c3ccc(F)cc3)c2)cc(N2CCC3(CC2)OCCO3)n1,-4.4,-4.4,-6.4,6.9,-6.2,1.5,-0.5,3.9
Cc1ccc(NC(=O)CSc2nc(C)nc3c2oc2ccccc23)c(C)c1,31.6*,25.6,-1.7,0.0,8.0,8.0,-0.7,5.2
Cc1ccc(-n2ccnc2N2CCN(CC(=O)Nc3ccccc3C)CC2)cc1,-8.8,-22.4,-12.8,0.4,-7.0,-14.4,0.3,-0.7
Cn1nccc1C(=O)N[C@@H]1C[C@@H](Oc2cccnc2)[C@H](O)[C@H]1N1CCCCC1,4.2,-1.0,2.1,0.4,-1.2,9.3,-5.0,2.3
COc1ccc(-c2noc(CSc3ccc(-c4ccccc4)nn3)n2)c(OC)c1,1.8,-3.2,17.4,1.0,4.3,1.9,0.0,-0.8
Cc1cccc(S(=O)(=O)N2CCC(OCc3nc(C)no3)CC2)c1,-5.1,-8.5,2.0,-3.2,-0.2,0.2,-0.1,-0.1
O=C(CN1C(=O)C2CCCC2=Nc2ccccc21)Nc1cc(F)ccc1F (stereo unspecified),5.5,59.8*,18.4,-0.3,9.3,10.2,0.6,0.1
COCC(=O)N1CC(c2ccnc(Nc3cc(C(F)(F)F)ccn3)n2)C1,20.8,10.5,6.0,3.2,10.6,4.4,0.0,1.0

# 2 compounds from above, showing only USP7 block and UCHL1 block:
Structure	USP7 block	UCHL1 block
Cc1ccc(-n2ccnc2N2CCN(CC(=O)Nc3ccccc3C)CC2)cc1	-0.7	0.4
COc1ccc(-c2noc(CSc3ccc(-c4ccccc4)nn3)n2)c(OC)c1	-0.8	1.0

# Remaining list, next part
SMILES,USP30 block,USP17 block,USP8 inh,UCHL1 block,USP28 block,OTUD3 inh,USP10 block,USP7 block
Cn1ccc(-c2cc(C(=O)NCCc3ccccn3)c3ccccn23)n1,-80.0,-34.6,-68.3,-2.4,3.0,-16.1,-10.9,0.6
COc1ccc(-n2c(=O)c3ccc(C(=O)NCCc4ccccc4)cc3n(CC(=O)Nc3ccc(C)cc3C)c2=O)cc1,8.8,8.0,1.8,-0.2,-0.4,-2.8,7.6,3.8
Cc1cccc(NC(=O)CC(C(=O)O)N2CCOCC2)c1 (stereo unspecified),.,15.5,3.7,1.3,.,2.2,3.5,5.4
Cc1ccc(C(=O)Nc2nccnc2C(=O)NCc2ccccc2C)cc1,-4.3,-3.4,-8.2,3.4,-6.5,-3.2,3.4,4.6
COc1ccc(C2(c3nnc(Cc4ccccc4F)o3)CCOCC2)cc1,-6.2,-2.7,4.4,-2.4,-0.4,0.0,-0.6,-8.9
COc1cccc(N2C(=O)CCC2(C)C(=O)NC2CCCC2)c1 (stereo unspecified),2.9,-0.4,-3.8,0.7,3.2,4.7,-1.4,3.0

# 4 records drawn at random from those above:
SMILES,USP30 block,USP17 block,USP8 inh,UCHL1 block,USP28 block,OTUD3 inh,USP10 block,USP7 block
O=C(c1ccccc1[N+](=O)[O-])N1c2ncnn2C(c2ccccc2)CC1c1ccccc1 (stereo unspecified),-8.3,-0.5,-85.0,2.3,-3.5,-8.5,3.3,0.1
CCCN1C=NS(=O)(=O)c2cc(C(=O)Nc3ccc(C)cc3)ccc21,-11.1,-22.4,3.5,-23.1,-0.6,-9.3,2.1,-3.2
Cc1ccc(-c2nnn(CC(=O)N(c3ccccc3C)C(C(=O)NC3CCCC3)c3ccncc3)n2)o1 (stereo unspecified),-207.1,41.0*,-19.1,-7.4,-46.3,-51.5,-4.6,-6.6
CCNC(=O)N[C@@H]1C[C@@H](Oc2ccccc2)[C@H](O)[C@H]1N1CCOCC1,5.5,4.9,1.7,0.0,-2.4,0.0,0.0,-0.3

# Source: PubChem BioAssay (Dana-Farber Cancer Institute and Novartis Institutes for BioMedical Research (Cambridge, Mass))
